Efa HMGR inh = blocks class II HMG-CoA reductase of Enterococcus faecalis; inhibition, % at 10 µM; hit rate 0.41% among 190,000; purified E. faecalis HMGR, NADPH absorbance 340 nm kinetic;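 active means inhibition above a set limit, the median over all tested compounds plus 3 SD, cut at about 9.5% in these data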;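 further: enzyme runs in reverse so mevalonate oxidation gives rising NADPH absorbance; 0% = complete reaction with DMSO and 100% = background rate lacking mevalonate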
bIAP inh = intestinal alkaline phosphatase (bovine) inhibition; inhibition, % at 20 µM; 190,000 tested, under 10 active; AID 1019; purified bovine IAP, CDP-star luminescence, 30 min;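 active means over 50% inhibition of intestinal alkaline phosphatase at 20 µM in the single-dose screen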
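System: purified bovine intestinal alkaline phosphatase (IAP) enzyme; Input: IAP diluted 1/65,000,000 in the well; Measured by: CDP-star luminescence signal; Compound dosing: 20 µM single dose; Incubation: 30 min reaction at room temperature.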
Lmaj promast = Leishmania major promastigote growth inhibition; Leishmania major promastigotes, resazurin fluorescence viability; hit rate 9% among 200,000; inhibition, % at 10 µM; in the data active means inhibition above about 50%;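 further: promastigotes grown with compound for 44 hours at 28 °C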
PPARg SRC2 recr = promotes SRC-2 coactivator recruitment by human PPARgamma. hit rate 0.34% among 200,000. P37231. activation, % at 8 µM. PPARgamma LBD-SRC-2 recruitment, biochemical; in the data active means activation above about 22%;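 further: 0% = vehicle and 100% = reference agonist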
RAM network inh = inhibitors of the yeast RAM network | S. cerevisiae dse1pr::URA3 reporter, 5-FOA growth OD615, 2 d; analog-sensitive cbk1-as2 kinase mutant strain | inhibition, % at 50 µM | hit rate 1.8% among 190,000;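 active means inhibition above a set limit, 3 SD over mean compound inhibition, cut at about 8.4% in these data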;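 further: 0% = DMSO-only wells with no growth and 100% = 10 µM 1-NA-PP1 full growth; inhibition rescues growth on 5-FOA so higher OD means more RAM inhibition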
ROMK primary = human ROMK K+ channel modulation, primary screen | B-score at 10 µM | hit rate 2% among 130,000 | Tet-inducible ROMK, thallium flux fluorescence; actives lie on both sides | P48048;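 active means signal ratio slope over the read window, or its plate-corrected B-score, at least 3 SD from the plate mean, either direction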;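 further: B-score of the F/F0 ratio slope over 7 to 12 s after thallium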
Target sequence (P48048 whole entry, looked up): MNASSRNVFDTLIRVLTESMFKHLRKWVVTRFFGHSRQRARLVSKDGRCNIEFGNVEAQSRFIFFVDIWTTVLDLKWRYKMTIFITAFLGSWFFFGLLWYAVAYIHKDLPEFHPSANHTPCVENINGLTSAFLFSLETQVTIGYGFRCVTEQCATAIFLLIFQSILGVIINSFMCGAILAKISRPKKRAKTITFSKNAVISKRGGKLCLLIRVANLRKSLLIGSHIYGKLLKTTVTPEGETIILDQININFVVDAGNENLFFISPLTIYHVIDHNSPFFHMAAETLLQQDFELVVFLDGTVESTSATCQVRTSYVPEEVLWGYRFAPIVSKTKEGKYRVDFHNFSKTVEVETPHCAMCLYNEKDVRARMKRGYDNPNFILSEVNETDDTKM
TR-FRET SRC-2 ct = TR-FRET artefact, counter-screen to PPARgamma/SRC-2 agonist assay | active compounds read high | TR-FRET ratio at 8 µM | hit rate 0.4% among 200,000 | AID 1049; in the data active means TR-FRET ratio above about 2000; further: inactives centre near 1500; reference of the scale not given here
S1P3 antag = blocks the human S1P3 receptor | CHO S1P3 NFAT-BLA reporter, FRET fluorescence, antagonist mode | hit rate 0.27% among 170,000 | inhibition, % at 4.98 µM | AID 485;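 active means inhibition above the plate cutoff, the mean inhibition of test wells on that plate plus 3 SD, cut at about 28% in these data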;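 further: cells challenged with S1P at its EC80 of 0.8 µM; blue over green emission ratio from cleaved BLA substrate after 4 h stimulation; 0% = S1P-stimulated wells and 100% = unstimulated DMSO-only wells; some compounds past the cut are filed as inactive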
Target sequence (Q99500 whole entry, looked up): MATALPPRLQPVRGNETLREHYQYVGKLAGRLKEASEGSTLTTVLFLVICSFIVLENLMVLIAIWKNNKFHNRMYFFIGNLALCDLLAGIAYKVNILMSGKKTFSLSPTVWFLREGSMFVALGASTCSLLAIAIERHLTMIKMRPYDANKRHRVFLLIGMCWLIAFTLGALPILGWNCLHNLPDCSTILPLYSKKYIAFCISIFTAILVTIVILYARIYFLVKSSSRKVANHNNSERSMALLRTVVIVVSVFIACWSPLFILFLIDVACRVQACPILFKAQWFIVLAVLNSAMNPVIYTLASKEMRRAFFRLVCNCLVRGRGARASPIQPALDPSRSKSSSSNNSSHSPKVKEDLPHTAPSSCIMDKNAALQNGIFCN
PPARg SRC-1 ag = agonists of human PPARgamma SRC-1 coactivator recruitment | hit rate 0.41% among 200,000 | PPARgamma-SRC-1 coactivator recruitment biochemical assay | activation, % at 8 µM | AID 631; in the data active means activation above about 19%;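 further: 0% = DMSO and 100% = reference agonist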
DTT redox prof = compounds producing H2O2 with reducing agent – biochemical, NIH compound library profiling, artefact control for MLSCN library redox annotation, primary screen. hit rate 0.03% among 200,000. AID 878. activation, % at 10 µM. DTT-dependent redox cycling H2O2, phenol red/HRP absorbance; 100% = 100 µM peroxide control, 0% = buffer;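 active means activation of at least 50% relative to the plate's high and low controls in the primary single-dose screen; inactive means activation below 50%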;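 further: compound incubated with DTT at 0.8 mM final as the reducing agent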
PPARg SRC-3 ag = agonists of human PPARgamma SRC-3 coactivator recruitment; P37231; biochemical PPARgamma/SRC-3 coactivator recruitment assay; activation, % at 8 µM; hit rate 0.26% among 200,000; AID 731; in the data active means activation above about 23%;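 further: 0% = DMSO and 100% = reference agonist; some compounds past the cut are filed as inactive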
An asterisk follows results filed as active; nt = not tested or not shown.

Order of results – RAM network inh	Efa HMGR inh	S1P3 antag	PPARg SRC2 recr	TR-FRET SRC-2 ct	Lmaj promast	PPARg SRC-1 ag	bIAP inh	ROMK primary	PPARg SRC-3 ag	DTT redox prof
CC(C)Sc1nc2c(c(=O)n(C)c(=O)n2C)n1Cc1ccc(Cl)cc1
    2.1	1	8	-1	1540	3	5	-9	-0.69	2	1.7
O=C(/C=C/c1ccco1)Nc1ccccc1N1CCCC1
    -0.2	-6	-7	-4	1491	22	-1	0	0.67	7	-1.1
COc1cc(CNc2ccccc2Oc2cc(=O)n(C)c(=O)n2C)cc(OC)c1OC
    -0.7	-6	nt	-2	1392	12	-5	-10	nt	-7	1.5
CCCNS(=O)(=O)c1ccc2c(c1)CCCN2C(C)=O
    1.3	0	-16	4	1404	-2	6	4	nt	-12	-0.9
Cc1ccc(CSCC(=O)N/N=C/c2ccc(OCC(=O)Nc3ccc(C)cc3)cc2)cc1
    0.9	-3	nt	-2	1527	1	-3	11	0.36	-2	-1.6
CCCC(CCC(=O)Nc1cc([N+](=O)[O-])ccc1O)C(=O)O (stereo not drawn)
    0.5	-4	-16	4	1608	19	1	8	-0.018	2	-0.3
Nc1cc(C(=O)OCC(=O)NC(c2ccccc2)c2ccccc2)ccc1Cl
    3.4	-6	-13	0	1632	-4	-1	3	nt	-2	0.7
CCN(CC)CCn1c(N)cc(=O)[nH]c1=O
    2.1	-5	-15	8	1629	-6	2	-4	0.88	3	0.0
Cc1cccc(NC(=O)c2ccc([N+](=O)[O-])o2)c1C
    -0.2	1	-4	8	1621	97*	1	9	-0.6	4	-1.0
CC(C)N1CCN(Cc2coc3ccccc3c2=O)CC1CCO (stereo not drawn)
    1.3	-3	-12	-2	1594	-1	0	-5	0.83	2	0.1

Following part
Order of results – RAM network inh	Efa HMGR inh	S1P3 antag	PPARg SRC2 recr	TR-FRET SRC-2 ct	Lmaj promast	PPARg SRC-1 ag	bIAP inh	ROMK primary	PPARg SRC-3 ag	DTT redox prof
COc1ccc(C(=O)Nc2ccc(C(=O)OCC(=O)c3ccccc3)cc2)cc1
    1.1	-1	nt	6	1825	-7	5	8	-0.77	6	-8.5
CSc1nnc(-c2ccco2)n1-c1ccccc1
    1.5	-1	-12	-1	1481	-3	-10	4	nt	-5	3.2
Cc1ccc(C(=O)NNC(=O)c2ccc(SCC3CCCO3)c([N+](=O)[O-])c2)cc1 (stereo not drawn)
    4.0	0	nt	4	1511	-5	5	-3	nt	0	-3.2
CC(C)C(=O)Nc1ccc(Br)cc1Cl
    0.0	4	0	4	1537	-5	12	0	1.1	6	-1.0
COc1ccc(CN2C(=O)c3cccnc3C2Nc2ccc(C)cc2)cc1 (stereo not drawn)
    2.2	-6	nt	6	1489	44	1	-1	nt	9	-2.2
Cc1c(C(=O)O)cnc2cc(-c3ccc(Cl)cc3)nn12
    0.6	4	-4	-6	1523	-4	-2	3	nt	-1	0.0
CC(C(=O)Nc1nccs1)c1ccc([N+](=O)[O-])cc1 (stereo not drawn)
    0.1	5	6	1	1511	27	-1	2	0.18	-5	-0.9
CN(C)S(=O)(=O)c1ccc(S(=O)(=O)N2CCCC2)cc1
    3.5	-5	nt	0	1519	-8	2	12	-0.39	4	6.6
CCn1c(COc2ccc(=O)n(-c3ccccc3)n2)nnc1SCC(=O)OC
    0.9	-2	-6	10	1629	0	-3	-8	1.1	4	-2.3
CS(=O)(=O)N(CC(=O)Nc1ccccc1Cl)c1ccc(Cl)cc1
    0.7	2	-5	-3	1641	5	6	10	-0.21	6	-1.3

Continuation:
Order of results – RAM network inh	Efa HMGR inh	S1P3 antag	PPARg SRC2 recr	TR-FRET SRC-2 ct	Lmaj promast	PPARg SRC-1 ag	bIAP inh	ROMK primary	PPARg SRC-3 ag	DTT redox prof
Cc1c(/C(O)=C2\C(=O)C(=O)N(CCCN(C)C)C2c2ccccc2)cnn1-c1ccccc1 (stereo not drawn)
    -0.7	-3	-1	2	1489	0	12	-8	1.1	4	-1.0
C=CCSC1=C(C#N)C(c2ccccc2)CC(=O)N1 (stereo not drawn)
    -0.9	-5	-12	-7	1293	-7	-10	18	nt	-3	2.3
O=C(CCc1ccc(S(=O)(=O)N2CCOCC2)cc1)Nc1ccc2ccccc2c1
    1.3	-3	nt	-1	1372	9	2	3	-2.1	-9	0.0
CCc1ccc(C2C(C#N)=C(N)C(C#N)(C#N)C3=CCC(C(C)(C)C)CC32)cc1 (stereo not drawn)
    0.5	1	nt	11	1622	96*	-3	4	nt	9	-3.1
CC(=O)c1cc2c(=O)c3ccccc3oc2nc1C
    nt	nt	nt	2	1591	1	10	nt	0.22	11	1.9
Cc1ccc(Nc2nc(/N=C/N(C)C)n[nH]2)cc1C
    1.3	-1	2	-1	1911	-11	1	-22	0.54	3	-2.0
CC1(C)Cc2c(sc(NC(=O)c3ccco3)c2C#N)CO1
    1.9	-9	30	4	1617	0	1	-7	0.22	9	-0.7
O=C(COC(=O)c1ccccc1SCC(=O)NC1CCCCC1)NC1CCCCC1
    0.4	-2	nt	-4	1341	0	-5	10	0.29	-7	1.5
CC1CCN(c2ccccc2N)CC1
    -0.3	-5	-26	-5	1484	-1	3	16	nt	6	-0.4
CCN(CC)C(=O)c1sc(NC(=O)C(Sc2ccccc2)c2ccccc2)c(C(=O)OC(C)C)c1C (stereo not drawn)
    9.6*	-4	nt	4	1439	4	2	-6	nt	-4	-7.6

Next section.
Order of results – RAM network inh	Efa HMGR inh	S1P3 antag	PPARg SRC2 recr	TR-FRET SRC-2 ct	Lmaj promast	PPARg SRC-1 ag	bIAP inh	ROMK primary	PPARg SRC-3 ag	DTT redox prof
CCOC(=O)c1ccc(NC(=O)N2CCN(c3cccc(OC)c3)CC2)cc1
    2.9	0	-14	-10	1263	18	1	0	0.68	3	0.8
Cc1ccc(C(C)C)c(OCC(O)CN2CC(C)OC(C)C2)c1 (stereo not drawn)
    1.5	-1	-14	-4	1497	95*	0	0	-1.7	1	-0.6
Cc1cccc(-n2cnc(C(=O)N/N=C\c3ccc(Br)cc3)c2)n1
    1.6	-3	nt	2	1496	99*	2	0	nt	2	-2.8
COc1ccc(CCCc2nnc(SCC(=O)Nc3ccc(C)c(C)c3)o2)cc1
    2.8	-1	nt	0	1585	4	1	8	-0.033	4	0.3
Cc1nc(NC(=O)CSc2nnnn2C)sc1C
    1.7	-1	nt	-3	1437	-6	0	-6	nt	-2	0.1
CCc1nc2c(cnn2-c2ccc(Cl)cc2)c(=O)n1-c1ccc2c(c1)OCCO2
    0.7	-4	-6	-1	1433	20	7	10	nt	-9	-3.3
Cc1ccc(-c2csc3ncnc(Sc4nnc(CN5CCCCCC5=O)o4)c23)cc1
    1.9	-6	22	4	1669	99*	5	4	nt	-6	-0.6
O=C(O)C1C2CC3C(OC(=O)C31)C2Cl (stereo not drawn)
    -0.1	1	2	-7	1400	-6	0	-2	0.59	-2	-0.1
CCOC(=O)c1c(C)[nH]c(N=Nc2ccccc2C)c1C
    20*	-8	nt	10	1508	72*	2	49	-0.28	-1	0.1
Cc1ccc(-c2nc(N)c3c(-c4ccc(C)cc4)nn(C(C)(C)C)c3n2)cc1
    1.1	-3	nt	-5	1552	3	-8	0	nt	-8	-0.8

The list goes on.
Order of results – RAM network inh	Efa HMGR inh	S1P3 antag	PPARg SRC2 recr	TR-FRET SRC-2 ct	Lmaj promast	PPARg SRC-1 ag	bIAP inh	ROMK primary	PPARg SRC-3 ag	DTT redox prof
COc1ccc(Nc2ncnc3ccccc23)cc1
    0.9	-3	nt	2	1530	12	0	16	-0.54	-1	-0.1
CCCCOC(=O)c1ccc(NC(=O)c2cnccn2)cc1
    1.7	-2	24	5	1523	-7	0	8	nt	10	1.0
O=C(Cn1cncn1)c1ccc(F)cc1F
    0.0	-2	7	-9	1409	-8	-10	-5	nt	-6	-0.4
CC(C)C(NS(=O)(=O)c1cccc2nsnc12)C(=O)NCCC1=CCCCC1 (stereo not drawn)
    4.6	-7	nt	-4	1573	1	3	21	nt	-5	-1.3
CC(=O)C1=C(O)CC(c2ccccc2)CC1=NCCc1ccccc1 (stereo not drawn)
    -0.8	-1	-16	-4	1458	8	-2	6	-1.2	-3	0.0
CCOc1cc2c(cc1OC)C(c1cccc([N+](=O)[O-])c1)NCC2 (stereo not drawn)
    1.6	-2	15	10	1572	2	6	4	-0.071	0	-1.5
O=C(NCC(c1ccco1)N1CCN(c2ccc(F)cc2)CC1)OCc1ccccc1 (stereo not drawn)
    1.0	2	1	1	1497	3	5	31	nt	1	0.6
Cc1c(O)c2c3c(cccc3c1O)C(=O)N(c1ccccc1)C2=O
    7.2	-6	-9	22*	2078*	-8	24*	7	nt	14	-0.7
O=C(Nc1ccon1)c1cc2ccccc2oc1=O
    2.3	-7	nt	6	1566	-4	2	0	-0.013	-4	-0.8
CC(=O)N(C)c1ccc(NS(=O)(=O)Cc2ccccc2)cc1
    2.2	-9	1	15	1635	-5	6	5	0.22	-2	0.2

Further results.
Order of results – RAM network inh	Efa HMGR inh	S1P3 antag	PPARg SRC2 recr	TR-FRET SRC-2 ct	Lmaj promast	PPARg SRC-1 ag	bIAP inh	ROMK primary	PPARg SRC-3 ag	DTT redox prof
CCc1nnc(NC(=O)CSc2nnc(Cc3cccn3C)n2C)s1
    0.2	-5	-19	0	1514	-6	3	4	nt	2	-0.8
Cc1nc(-c2ccccc2O)n(-c2ccccc2)n1
    1.7	-4	nt	8	1634	13	0	4	0.97	0	0.3
CCOC(=O)c1cnc2ccc(OCC)cc2c1NCCN1CCOCC1
    1.4	-7	1	3	1701	55*	-2	-17	nt	6	0.1
Cc1c(Cl)cccc1NC(=S)N1CCN(Cc2ccccc2)CC1
    0.5	nt	nt	-3	1570	9	12	0	nt	-1	2.5
CCOC(=O)NC(C)N1C(=O)C2C3C=CC(C3)C2C1=O (stereo not drawn)
    2.8	-2	-3	5	1717	1	10	19	-0.24	1	-0.3
Cc1cc(N2C(=O)C3CCC(c4ccccc4)CC3C2=O)no1 (stereo not drawn)
    -0.5	-3	-12	-4	1438	-2	-4	2	-0.44	0	-0.2
